# MT1-MMP act inh: inhibitors of human MT1-MMP activation. HT1080 RFP-PRO-GFP cells, GFP/RFP ratio fluorescence, overnight; percent of plate control window, DMSO zero. GFP/RFP ratio change, % at 20 µM. 360,000 compounds, 0.061% hits. AID 651647;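 active = GFP/RFP ratio change of at least 30% with cell ATP level not reduced by more than half and red fluorescence within 50% of control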; also: strong numbers were not always called active
#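 Assay system: RFP-PRO-GFP reporter HT1080 cells; read-out basis: GFP/RFP fluorescence ratio; benchmarks: DMSO wells and RFP-L50D-GFP cells; doses: 20 µM single dose, 1% DMSO; schedule: overnight cell settling, then overnight compound exposure, 37 °C, 5% CO2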
# MsrA inhibitor: inhibitors of bovine MsrA. purified bovine MsrA, absorbance read-out. 360,000 compounds, 0.75% hits. inhibition, % at 15.5 µM; in the data active = inhibition above about 4.5%;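 also: 0% = vehicle wells with enzyme and 100% = reference inhibitor wells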
# Neddylation inh: blocks human cullin neddylation; TR-FRET cullin neddylation, biochemical; P61081+Q13564; calls only at 25 µM; 360,000 compounds, 0.58% hits; AID 651699; in the data active = inhibition above about 36%
# Target sequence (P61081 whole entry, looked up): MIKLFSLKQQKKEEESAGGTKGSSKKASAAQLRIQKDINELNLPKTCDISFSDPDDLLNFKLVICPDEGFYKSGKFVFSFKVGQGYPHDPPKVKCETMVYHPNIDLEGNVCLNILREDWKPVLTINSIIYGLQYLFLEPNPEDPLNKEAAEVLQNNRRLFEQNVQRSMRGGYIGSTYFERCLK
# Target sequence (Q13564 whole entry, looked up): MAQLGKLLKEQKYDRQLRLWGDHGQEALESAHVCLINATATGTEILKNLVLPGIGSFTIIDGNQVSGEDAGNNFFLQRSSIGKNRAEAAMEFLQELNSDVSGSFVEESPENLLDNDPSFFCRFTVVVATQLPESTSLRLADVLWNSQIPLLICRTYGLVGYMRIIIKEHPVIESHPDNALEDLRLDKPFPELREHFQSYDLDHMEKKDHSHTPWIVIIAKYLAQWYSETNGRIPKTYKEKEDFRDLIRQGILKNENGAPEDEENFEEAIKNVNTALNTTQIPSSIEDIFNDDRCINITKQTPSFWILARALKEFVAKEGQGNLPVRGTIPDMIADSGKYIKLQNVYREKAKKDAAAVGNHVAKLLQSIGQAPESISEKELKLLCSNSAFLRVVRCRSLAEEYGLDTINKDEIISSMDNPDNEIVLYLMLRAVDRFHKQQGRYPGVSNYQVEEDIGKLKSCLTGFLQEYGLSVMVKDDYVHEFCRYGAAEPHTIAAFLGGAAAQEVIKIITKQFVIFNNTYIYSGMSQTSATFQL
# bovine MsrA act: bovine methionine sulfoxide reductase A activation; activation, % at 10.6 µM; purified bovine MsrA, absorbance read-out; AID 602163; 360,000 compounds, 0.3% hits; in the data active = activation above about 7.5%;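 also: 0% = vehicle and 100% = reference activator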
# eLon inh: inhibits E. coli Lon protease | P0A9M0 | purified E. coli Lon protease, fluorescence polarization | inhibition, % at 7.94 µM | 360,000 compounds, 0.42% hits | AID 602123; in the data active = inhibition above about 13%, passing the limit was not always enough;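 also: 0% = enzyme with probe and DMSO and 100% = no enzyme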
# NRP1-CendR mod: NRP-1/CendR interaction modulation; FAM-RPARPAR peptide binding to NRP-1, fluorescence polarization; inhibition, % at 25 µM; 360,000 compounds, 0.85% hits; AID 602438;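 active = inhibition or corrected inhibition above about 18%, plus a signal ratio from 0.5 to 1.5, limit read from the data, passing the limit was not always enough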; also: strong numbers were not always called active
# Rin1 Abl inh: inhibitors of human Rin1-Abl protein interaction; TR-FRET Rin1/Abl binding, biochemical; inhibition, % at 7.35 µM; 360,000 compounds, 0.4% hits; AID 588664; in the data active = inhibition above about 5%, passing the limit was not always enough
# SKN-1 block: inhibitors of C. elegans SKN-1 | inhibition, % at 21.8 µM | 360,000 compounds, 0.49% hits | C. elegans VP596 Pgst-4::GFP/RFP ratio, acrylamide-induced, 24 h;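 active = interference check ratio from 0.5 to 1.5 plus GFP to RFP signal ratio inhibition reaching or exceeding a fixed threshold, cut at about 30% in these data, passing the limit was not always enough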; also: some compounds called inactive have numbers as strong as hits
# FAS-TE inh: blocks the thioesterase domain of human fatty acid synthase. P49327. recombinant FAS-TE, OMFH fluorogenic substrate, fluorescence endpoint. inhibition, % at 15 µM. 360,000 compounds, 0.67% hits. AID 602261;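 active = compounds whose normalised, plate-corrected inhibition of enzyme fluorescence in the single-dose primary screen is 50% or more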;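 also: 0% = DMSO with enzyme and 100% = substrate without enzyme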
# Active calls of the source: *; i = inactive; · = no result given; + = active, no number.
SMILES,MT1-MMP act inh,MsrA inhibitor,Neddylation inh,bovine MsrA act,eLon inh,NRP1-CendR mod,Rin1 Abl inh,SKN-1 block,FAS-TE inh
CC(C)N(Cc1ccccc1)C(=S)NC1CCCCC1,0,0.5,i,-5,-2,18,-1,8,10
COc1ccc(-n2c(=O)c3c4c(sc3n(CC(=O)Nc3cc(C)[nH]n3)c2=O)CCCC4)c(OC)c1,-1,0.1,i,-8,9,8,-1,-22,-2
CC1(C(=O)NS(=O)(=O)c2ccccc2)CCN1C(=O)Cc1cc(F)ccc1F (stereo not drawn),0,0.8,i,-2,-1,10,-2,7,-10
Cc1cc(C)n2nc(C(=O)OCC(=O)NC3CCCCC3)nc2n1,1,-0.2,i,2,-10,4,1,13,-7
CCN1C(=O)/C(=C2/C=CC=CN2C)OC1=S,3,0.5,i,-2,13,18,3,9,-7
O=S(=O)(c1ccc2oc3ccccc3c2c1)N1CCOCC1,2,-0.4,i,-9,2,-2,-2,-4,8
N#CC1=C(N)Oc2c(oc(CO)cc2=O)C1c1ccsc1 (stereo not drawn),-23,1.0,i,-2,-5,-5,3,-4,-10
COc1cccc(NC(=O)CCN2C(=O)C3CC=CCC3C2=O)c1 (stereo not drawn),1,-0.8,i,-6,0,12,0,-10,-8
O=C(c1cccc(C(=O)N2CCN(Cc3ccccc3)CC2)c1)N1CCN(Cc2ccccc2)CC1,-5,-0.9,i,3,-6,-3,-2,23,-2
O=C(O)Cn1c(SCCOc2ccc(Cl)cc2)nc2ccccc21,1,-0.1,i,-10,4,-10,-1,12,22
C=CCN(c1ccccc1C(=O)O)S(=O)(=O)c1ccc(C)cc1,-1,-0.3,i,-1,-2,-3,-1,-1,-4
CCOC(=O)C1(Cc2ccc(Cl)cc2)CCN(C(=O)c2sc(C)nc2C)CC1,-8,-0.3,i,-3,0,3,2,2,3
CCOC(=O)C1CN(S(=O)(=O)c2ccc(OC)cc2)c2cc(Cl)ccc2O1 (stereo not drawn),-2,0.1,i,-5,-9,-6,4,-24,8
Cc1ccc(S(=O)(=O)N2CCC(O)(c3cccnc3)CC2)cc1,5,-0.5,i,-3,-9,0,-3,0,-4
CC(=O)N1CCN(C(=O)CCNS(=O)(=O)c2ccc(Br)cc2)CC1,0,-0.4,i,-3,1,0,-2,10,-8
COc1ccc([N+](=O)[O-])cc1N(CC(=O)N1CCCCC1)S(C)(=O)=O,-1,0.9,i,-2,-5,5,4,3,-1
CC1(C)Cc2c(sc(NC(=O)COc3ccc(Cl)cc3)c2C(N)=O)C(C)(C)N1,8,-0.6,i,12*,-18,-16,-1,4,-5
O=C(CSc1nc2ccccc2c(=O)n1-c1cccc(C(F)(F)F)c1)NC1CC1,-1,0.7,i,-3,4,16,-2,-8,-4
Cc1ccc(NC(=O)COC(=O)CNC(=O)c2ccc(C)s2)cc1,1,0.2,i,-7,3,3,-4,2,0
CC(C)(C)C(=O)Cn1ncc(N2CCOCC2)c(Cl)c1=O,-2,3.0,i,-2,3,4,1,-17,-5
COc1ccc(-c2cc(CS(=O)(=O)c3ccccc3)on2)cc1,2,0.8,i,-1,6,1,0,5,4
O=[N+]([O-])c1ccc(N2CCN(Cc3ccncc3)CC2)cc1,3,0.4,i,-4,2,5,-6,19,-2
O=C(CCCOC(=O)c1ccc(O)cc1O)c1ccc(F)cc1,-6,-1.5,i,-3,4,1,2,11,8
C=CCNS(=O)(=O)c1ccc(N2C(=O)c3ccccc3C2=O)cc1,-1,-0.4,i,-2,1,5,1,5,-2
CN(C)c1ccc(/C=N/NC(=O)c2ccc3c(c2)OCCO3)cc1,-3,5.0*,+,-4,-8,8,-3,1,2

# Sorted by length of the SMILES (ascending): part of the list above
SMILES,MT1-MMP act inh,MsrA inhibitor,Neddylation inh,bovine MsrA act,eLon inh,NRP1-CendR mod,Rin1 Abl inh,SKN-1 block,FAS-TE inh
C=CCNS(=O)(=O)c1ccc(N2C(=O)c3ccccc3C2=O)cc1,-1,-0.4,i,-2,1,5,1,5,-2
CCOC(=O)C1(Cc2ccc(Cl)cc2)CCN(C(=O)c2sc(C)nc2C)CC1,-8,-0.3,i,-3,0,3,2,2,3
CC1(C(=O)NS(=O)(=O)c2ccccc2)CCN1C(=O)Cc1cc(F)ccc1F (stereo not drawn),0,0.8,i,-2,-1,10,-2,7,-10

# The results go on.
SMILES,MT1-MMP act inh,MsrA inhibitor,Neddylation inh,bovine MsrA act,eLon inh,NRP1-CendR mod,Rin1 Abl inh,SKN-1 block,FAS-TE inh
CNc1cc(CSC)nc(SCc2ccc(Cl)c(Cl)c2)n1,-3,-1.4,i,-3,-5,-10,2,5,29
CC(=O)n1cc(-c2ccncc2)c2ccccc21,-4,0.6,i,3,-9,-1,0,1,-2
CC1CCc2nc(NC(=O)CN3CCOCC3)sc2C1 (stereo not drawn),1,-0.9,i,-2,2,-4,-2,25,-1
N#Cc1ccc(CNC(=O)N2CCOCC2)cc1,2,-0.5,i,-1,-3,0,1,12,-6
O=C(Nn1cnnc1)c1cc(Br)ccc1Cl,-2,0.3,i,-1,0,0,1,15,-2
COCCCNC(=S)NNC(=S)Nc1cccc(Cl)c1,7,-1.8,i,-9,3,-4,-2,7,-5
Cc1c(-c2ccccc2)c(=O)oc2ccc(O)cc12,1,0.6,i,-7,1,-3,-5,7,3
CN1C(=O)N(CN2CCCCC2)C2C1N(C)C(=O)N2CN1CCCCC1 (stereo not drawn),5,1.4,i,-2,0,16,1,-2,-9
CN(C)c1ccccc1C(=O)N1CCC(n2nccc2NC(=O)C2CC2)CC1,-5,-0.7,i,-1,0,1,1,6,-6
CC(=O)C1=C(S(=O)(=O)c2ccc(C)cc2)CS(=O)(=O)C1,-6,1.5,i,-5,6,-1,-1,1,0
Cc1onc(-c2ccccc2)c1C(=O)O/N=C(\N)c1ccc([N+](=O)[O-])o1,0,1.8,i,-4,0,2,-3,1,-4
COc1cc(C2Nc3ccccc3C(=O)N2c2ccc(Cl)cc2)c(Cl)cc1OCC(=O)O (stereo not drawn),-1,-0.5,·,-1,4,7,-1,-2,1
Cn1cc(C(=O)N/N=C/C=C/c2ccccc2)ccc1=O,3,9.7*,i,-4,-3,-4,-1,-11,-6
CCCCC(=O)N(c1ccc(OC)cc1)C1C=CS(=O)(=O)C1 (stereo not drawn),4,1.7,i,-3,-10,0,-3,4,-8
COc1ccc(CCNC(=O)c2nonc2N)cc1,5,-0.3,i,-5,-9,6,5,-4,-6
Cc1cccc(N2CCN(C(=O)C3CCCCC3)CC2)c1C,-2,0.4,i,-2,2,9,2,9,9
CC(C)NCC(O)COc1c(F)cc(Br)cc1F (stereo not drawn),-1,-0.5,i,-4,-7,9,3,4,-5
CC(C)N(Cc1nccn1C)C(=O)CC1C(=O)NCCN1Cc1ccc(F)cc1 (stereo not drawn),-4,-0.4,i,-2,9,9,-4,20,-6
COCCNC(=O)C(NC(=O)C1CCCCC1)C12CC3CC(CC(C3)C1)C2 (stereo not drawn),-1,-0.9,i,-4,-7,-4,1,-7,-3
O=C1OC(Cc2ccccn2)C(O)=C1C1=NCCCCN1 (stereo not drawn),-2,0.8,i,-9,9,-6,-1,1,-6
CC(C)N1C(=O)N(c2ccc(Cl)cc2)C(C)(O)CC1(C)C (stereo not drawn),1,-0.3,i,-1,-12,2,0,4,-7
O=C(/C=C/c1ccccc1[N+](=O)[O-])NCCc1ccc(F)cc1,1,1.0,i,0,-2,-7,3,4,13
O=C(CCNS(=O)(=O)c1ccc(OC(F)(F)F)cc1)Nc1cccc(S(=O)(=O)N2CCCC2)c1,21,-0.4,i,1,-6,7,0,14,16
CCCC(=O)N(c1ccc2oc(=O)sc2c1)S(=O)(=O)c1cccs1,5,0.2,i,2,13,16,0,12,12
O=C(CNC(=O)c1ccccc1F)c1ccc(Br)cc1,2,1.0,i,-4,6,5,3,-9,0

# Molecules listed so far with a furan ring, fused or not:
SMILES,MT1-MMP act inh,MsrA inhibitor,Neddylation inh,bovine MsrA act,eLon inh,NRP1-CendR mod,Rin1 Abl inh,SKN-1 block,FAS-TE inh
O=S(=O)(c1ccc2oc3ccccc3c2c1)N1CCOCC1,2,-0.4,i,-9,2,-2,-2,-4,8
Cc1onc(-c2ccccc2)c1C(=O)O/N=C(\N)c1ccc([N+](=O)[O-])o1,0,1.8,i,-4,0,2,-3,1,-4

# Following part.
SMILES,MT1-MMP act inh,MsrA inhibitor,Neddylation inh,bovine MsrA act,eLon inh,NRP1-CendR mod,Rin1 Abl inh,SKN-1 block,FAS-TE inh
Cc1ccc(/C=C2/C(=N)N3N=C(CC(=O)N4CCCC4)SC3=NC2=O)cc1,-2,-0.1,i,-3,-7,-68,0,-6,-6
Cc1ccc(C2=NC3(CCCCC3)NC2=S)cc1,1,1.0,i,-2,6,8,1,6,-6
CCN1CCN(Cc2cccc(Oc3ccccc3)c2)CC1,7,·,i,-2,-6,16,-2,12,-5
Cc1ccc(OCC(=O)Nc2ccc(NC(=O)c3ccccc3)c(C)c2)cc1,5,-0.5,i,0,-25,13,-1,0,-2
CN(CC(=O)Nc1ccc(Cl)cc1)C(=O)c1cccc(S(=O)(=O)NCc2ccccc2)c1,2,-0.7,i,-12,8,6,2,8,4
Cc1ccc(S(=O)(=O)Nc2ccc3c(c2)n(C)c(=O)n3C)c(C)c1,8,-1.5,i,-4,-5,-4,1,4,-3
O=C(Nn1cnnc1)c1ccncc1,2,0.3,i,-2,9,-2,2,2,-10
COc1ccc(C(=O)c2cc(C(C)=O)c(Nc3ccccc3)s2)cc1,0,-1.4,i,-11,7,-12,-4,-16,27
O=C(NC1CCCCCC1)c1nc2ncccn2n1,6,-0.3,i,0,8,4,0,11,-12
COCCCN1C(=O)C(CC(=O)NCc2cccs2)CC(C(=O)N(C)C)=C1C (stereo not drawn),6,-1.4,i,-3,-6,4,-3,16,-6
Fc1cccc2sc(Nc3nnc(-c4ccco4)o3)nc12,6,3.9,·,-3,6,-4,1,27,-5
O=[N+]([O-])c1ccc(O)c(P(=O)(c2ccccc2)c2ccccc2)c1,-3,1.9,i,-11,7,4,3,23,-7
CCCCN1C2=C(C(=O)CC(C)(C)C2)C(c2ccccc2)C2=C1c1ccccc1C2=O (stereo not drawn),0,0.0,i,0,-1,-28,0,10,21
Cc1c(C(=O)Nc2ccc(-c3nnc4n3CCCCC4)cc2)oc2c1ccc1ccccc12,-4,0.2,·,-7,1,-9,-1,10,78*
Cc1ccc(C2(C)NC(=O)N(CC(=O)NCc3cccs3)C2=O)cc1 (stereo not drawn),0,-0.4,i,-10,-12,-2,-1,7,-8
O=C(C1=C[C@@H](C2CC2)C[C@@H](OCc2ccc(CO)cc2)O1)N1CCN(Cc2ccc3c(c2)OCO3)CC1,11,1.8,i,-4,-2,12,2,-4,3
COc1ccc(S(=O)Cc2ccc(C(=O)N3CCN(c4cccc(C)c4C)CC3)o2)cc1 (stereo not drawn),-4,·,i,-2,-2,6,2,4,0
Cc1ccc(C)c2[nH]c(=O)c(C(c3nnnn3Cc3ccco3)N3CCc4ccccc4C3)cc12 (stereo not drawn),-23,1.6,i,1,-17,4,6.2*,15,33
Cc1sc(NC(=O)Cc2ccc3c(c2)OCO3)nc1-c1ccc2c(c1)CCN2C(=O)c1cccc(F)c1,-8,1.4,i,0,-7,8,3,8,37
O/N=C/c1cc(Br)cs1,-2,0.4,i,-12,5,-2,-2,-21,-1
Cc1ccnc2nc(C(=O)Nc3ccc4c(c3)OCO4)nn12,6,2.0,i,-5,-10,6,-3,13,-7
COc1ccccc1OCc1ccc(C(=O)N2CCCCC2)o1,-1,-1.0,i,-3,-5,2,-2,6,-5
CC(C)(C)NCC1(CO)SC(N)=NC1=O (stereo not drawn),1,-0.6,i,-1,6,-5,-2,12,-1
COc1cccc(CN2C(=O)CCC2(C)C(=O)NCCc2ccc(OC)c(OC)c2)c1 (stereo not drawn),0,0.2,i,-6,9,10,-1,2,-6
CCc1ccc(C2=NN(CCC(=O)NCC3CCCO3)C(=O)CC2)cc1 (stereo not drawn),-1,-0.3,i,-4,5,9,1,15,-8

# Screening data deposited in PubChem by several laboratories.
